HT1080NT lethal = kills 2HG-producing HT-1080-NT fibrosarcoma cells. HT-1080-NT fibrosarcoma viability, CellTiter-Glo ATP luminescence, 48 h. Potency, µM (highest dose often 46.1 µM), for the others: at the highest dose activity, negative = less viability, actives largely listed as cytotoxic. 1.6% of 360,000 active. AID 686970;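 further: NT is the 2HG producing partner of a matched IDH1 knockdown line; potency means the concentration at half of the fitted maximal effect; 0% = DMSO-treated cells and -100% = media-only wells without cells; nearly all actives have a fitted effect of over 55% in size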
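Viability of the 2HG-overproducing fibrosarcoma line after 48 hours of compound exposure at 37 degrees C was determined by luminescence with CellTiter-Glo, and concentration-effect curves were then fitted and categorized.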
HT1080 IDH1KD tx = HT-1080 IDH1 knockdown cell toxicity (counter line); HT-1080 IDH1 knockdown viability, ATP luminescence, 48 h; Potency, µM (series often up to 46.1 µM), for inactives: top-dose activity, negative = toxicity, most hits filed as cytotoxic; 2% of 360,000 active; AID 686971;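 further: potency means the concentration at half of the fitted maximal effect; 0% = DMSO wells and -100% = cell-free medium wells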
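Assay cells: HT-1080 with IDH1 knockdown, 750 per well, RPMI/5% FBS. Exposure: 48 h at 37 °C following 2 h pre-incubation. Read: CellTiter-Glo luminescence; fitted concentration-response, curve class assigned.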
ATXN2 expr inh = inhibitors of ATXN2 expression. HEK-293 ATXN2-luciferase reporter, luminescence, 24 h. Potency, µM (series often up to 57 µM), for inactives: at the top dose activity change, negative = inhibition, actives largely listed as inhibitors. 0.72% of 360,000 active; further: potency means the concentration at half of the fitted maximal effect; on the % scale 0 is the no-effect control and ±100 the full control effect; nearly all actives have a fitted effect of over 55% in size
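ATXN2-luciferase reporter cells (luciferase flanked by upstream and downstream ATXN2 gene portions) were treated 24 h at 37 °C with compounds at up to 57 uM. SteadyGlo luminescence gave expression; GF-AFC fluorescence gave viability.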
MCF10A rerep = induces DNA re-replication in MCF 10a normal breast cells. Potency, µM (top dose mostly 46.1 µM), for inactives: top-dose activity, positive = re-replication, usual class: activators. MCF 10A DNA re-replication, Hoechst nuclear intensity, 48 h. 2.9% of 350,000 active; further: potency means the concentration at half of the fitted maximal effect; % of control where 0% means no effect; nearly all actives have a fitted effect of over 50% in size
WRN inhibitor = inhibitors of human WRN helicase | Potency, µM (doses to about 114 µM), for the others: top-dose activity change, negative = inhibition, hits mostly inhibitors | AID 651768 | WRN helicase unwinding, fluorescent forked duplex, kinetic | 0.46% of 360,000 active; further: potency means the concentration at half of the fitted maximal effect; on the % scale 0 is the no-effect control and ±100 the full control effect; nearly all actives have a fitted effect of over 55% in size
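Kinetic red-fluorescence monitoring (525/598 nm) tracks WRN helicase activity after 100 nM fluorophore-quencher forked duplex and 2 mM ATP are added to 20 nM enzyme pretreated 15 min at room temperature with compound.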
SW480 rerep = inducers of DNA re-replication in SW480 colon cancer cells; SW480 DNA re-replication, Hoechst DNA content imaging, 48 h; Potency, µM (doses to about 46.1 µM), without a hit: at the top dose re-replication activation, most hits filed as activators; 1.8% of 340,000 active; further: potency means the concentration at half of the fitted maximal effect; % of control where 0% means no effect; nearly all actives have a fitted effect of over 55% in size
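Treated cells incubate 48 hr (37 C, 5% CO2), are stained 40 min with Hoechst, and nuclear fluorescence is enumerated; a rise in nuclei with high DNA signal marks re-replication.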
KB-3-1 tox = KB-3-1 parental cell cytotoxicity; 1.4% of 400,000 active; AID 1347075; KB-3-1 viability, CellTiter-Glo ATP luminescence, 72 h; Potency, µM (highest dose often 46.1 µM), for the others: at the top dose activity change, negative = cytotoxic, hits mostly cytotoxic; further: potency means the concentration at half of the fitted maximal effect; on the % scale 0 is the no-effect control and ±100 the full control effect; nearly all actives have a fitted effect of over 60% in size
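Parental KB-3-1 adenocarcinoma cells in phenol-red-free DMEM with 10% FBS were pin-treated with compounds at several concentrations, incubated 72 h at 37 °C, and viability read by CellTiter-Glo luminescence; concentration-effect curves were fitted after normalization.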
IL1B secr inh = blocks inflammasome-driven IL-1 beta release | THP-1 LPS/ATP IL-1B secretion, AlphaLISA, 16 h; active compounds read low | activity change, % at 57.5 µM | 4.7% of 360,000 active | AID 743279; in the data active means activity change below about -50%; inconclusive means mostly about -30% to -49%; further: on the % scale 0 is the no-effect control and ±100 the full control effect
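THP-1 cells pretreated 1 hr with compounds (up to 57.5 uM final), then stimulated with LPS (250 ng/mL final) plus ATP (1.25 mM final); secreted IL-1B measured by AlphaLISA after 16 hr, decreased signal indicating inhibition.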
KB-V1 MDR tox = kills drug-selected multidrug resistant KB-V1 cells | Potency, µM (top dose mostly 46.1 µM), for inactives: at the top dose activity change, negative = cytotoxicity, most hits filed as cytotoxic | 3.4% of 400,000 active | KB-V1 MDR cells viability, CellTiter-Glo, 72 h; further: potency means the concentration at half of the fitted maximal effect; on the % scale 0 is the no-effect control and ±100 the full control effect; nearly all actives have a fitted effect of over 60% in size
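Cytotoxicity toward P-gp-expressing KB-V1 cells was determined as loss of CellTiter-Glo luminescence after 72 h at 37 degrees C. Compounds were tested in quantitative HTS format across a concentration range, with curves fitted to normalized data.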
An asterisk follows results filed as active; ? = inconclusive; / = no result given; & = joins results of further samples; [ ] = remark or other dose. Unless noted, the call rests on the fitted dose curve; in most records, active means well fitted curve in the direction sought with a large enough effect; inconclusive means small, poorly fitted or top-dose-only effect, or another doubt; inactive means no such curve, though single readings can be large; an effect the other way counts as inactive or inconclusive.

nr	mol	HT1080NT lethal	HT1080 IDH1KD tx	ATXN2 expr inh	MCF10A rerep	WRN inhibitor	SW480 rerep	KB-3-1 tox	IL1B secr inh	KB-V1 MDR tox
1	O=C(Nc1nc(-c2nc3ccccc3s2)cs1)C1COc2ccccc2O1 (stereo not drawn)	-1%	-13%	40%[activator]	13%	2%	-10%	?	-1	18%
2	CC1=C(C(=O)N2CCCCCC2)CC(CC(=O)NCc2ccco2)C(=O)N1Cc1ccccc1 (stereo not drawn)	8%	16%	7%	/	-7%	/	0%	-25	-3%
3	C[C@H](CO)N1C[C@H](C)[C@@H](CN(C)Cc2ccccc2)Oc2ccc(NC(=O)CCCCCC(=O)Nc3ccccc3N)cc2C1=O	-9%	-2%	32%	-1%	-3%	-1%	?	38	?
4	COCCCNCc1cc(C)n(-c2cc(S(=O)(=O)N3CCOCC3)ccc2N2CCCC2)c1C	-1%	-1%	/	-2%	-1%	-12%	-11%	-21	28%
5	Cc1ccc(O)c(NC(=O)c2ccc3c(c2)C(=O)N(Cc2cccnc2)C3=O)c1	-4%	-5%	-5%	1%	-33%	2%	19%	-6	9%
6	CC(=O)c1ccc(NC(=O)Cn2c3ccccc3c3nc(=O)cc(C)n32)cc1	-8%	-10%	6%	0%	2%	-12%	10%	72	-26%
7	COc1ccccc1CNC(=O)[C@@H](NC(=O)C1CCN(C(=O)[C@@H]2CCCN2)CC1)C(C)C	4%	3%	9%	?	5%	?	0%	0	7%
8	COC(=O)C1C(=O)OC(C)(C)C1C(C)C(=O)c1ccc(C)cc1C (stereo not drawn)	?	10%	-4%	-47%[inhibitor]	-8%	-23%	?	9	-23%
9	CCCCCCn1c(COc2ccccc2F)nnc1SCC(=O)N1c2ccccc2NC(=O)C1(C)C	-2%[9.24 µM]	?	?	21µM*	-15%	?	?	-57*	?
10	Clc1ccc2oc(-c3ccccn3)nc2c1	0%	-29%	49%[activator]	1%	-1%	-18%	0%	8	-5%
11	CC(C)(C)NC(=O)NC(=O)COc1ccccc1C#N	12%	-1%	36%[activator]	-1%	-3%	-1%	10%	-11	-21%
12	COc1cccc(-n2c(SCC(=O)Nc3cc(C)on3)nc3c([nH]c4ccccc43)c2=O)c1	-3%	-29%	7%	17%	-7%	15%	-2%	-4	2%
13	COc1cccc(NC(=O)c2ncn[nH]2)c1	2%	1%	3%	-8%	0%	-2%	-7%	-15	9%
14	CCSC(SCC)[C@H](O)[C@@H](O)[C@H](O)[C@H](O)CO	?	?	7%	8%&-3%	5%	13%&-70%	0%	-4	0%
15	O=C(c1cc2c(F)cccc2s1)N1CCCC1	14%	8%	-9%[11.3 µM]	4%	-8%[57.1 µM]	-9%	-2%	-8	-24%
16	COc1ccc(C(=O)NCC(=O)Nc2ccc(-c3ccccc3)cc2)cc1	-3%	2%	?	1%	-18%	?	0%	-9	1%
17	COc1ccc(CN(Cc2cccn2C)S(=O)(=O)c2ccccc2)cc1	1%	-5%	6%	?	-25%	?	2%	-19	?
18	N#Cc1c(-c2ccccc2)ccn(Cc2ccc(Cl)cc2)c1=O	-6%	-5%	2%	5%	-9%	3%	16%	-5	-27%
19	Cc1cccnc1NC(=O)CCn1c(=O)oc2ccccc21	9%	3%	-3%	-20%	3%	-12%	16%	8	-2%
20	CCOC(=O)C1CCN(S(=O)(=O)c2cc3c4c(c2)C(C)C(=O)N4CCC3)CC1 (stereo not drawn)	12%	19%	6%	5%	0%	-14%	0%&6%	58	1%&-6%
21	COc1ccc(CC(=O)N2CCN(c3ccc(C4=NNC(=O)CC4C)cc3)CC2)cc1 (stereo not drawn)	-3%	-4%	17%	5%	8%	1%	-20%	-8	-14%
22	COc1ccc(N2CCN(C(=O)CN(c3ccccc3)S(C)(=O)=O)CC2)cc1	10%	7%	-3%	-17%	8%	-18%	-3%	-8	4%
23	Cc1ccc2oc(=O)n(CCCOc3ccccc3C)c2c1	2%	17%	24%	17%	-8%	-12%	0%	5	?
24	COC(=O)c1cn(C(=O)c2ccc(OC)c(OC)c2)c2ccccc12	-18%	-20%	/	-5%	0%	0%	2%	8	0%
25	NC(=O)C1(N2CCCCC2)CCN(C(=O)CSc2nc3ccccc3s2)CC1	-8%	0%	4%	8%	-27%	-2%	-3%	-8	0%

Following part.
nr	mol	HT1080NT lethal	HT1080 IDH1KD tx	ATXN2 expr inh	MCF10A rerep	WRN inhibitor	SW480 rerep	KB-3-1 tox	IL1B secr inh	KB-V1 MDR tox
26	Nc1ncnc2c1ncn2[C@@H]1O[C@H](C(=O)NS(=O)(=O)c2c(Cl)nc3sccn23)[C@@H](O)[C@H]1O	4%	14%	5%	/	-3%	/	0%	-13	1%
27	CC(C)NC(=O)C1c2ccccc2Oc2ccccc21	-1%	-9%	5%	6%	-3%	-12%[9.22 µM]	5%	21	7%
28	COC(=O)CSc1ccccc1C(=O)OC	8%	-2%	3%	-6%	6%	1%	1%	0	24%
29	Cc1ccc(NS(=O)(=O)c2cc(OCC(N)=O)c(C)cc2Cl)cc1	-3%	0%	0%	-8%	-5%	-1%	-18%	-7	?
30	O=C(COC(=O)Cc1ccc(Br)cc1)NCC1CCCO1 (stereo not drawn)	3%	20%	-2%	0%	-8%	-9%	5%	-10	20%
31	CCn1c(CC(=O)Nc2ccc(C)c(Cl)c2)nnc1SCc1ccc(Cl)c(Cl)c1	-1%	-4%	-17%	27%	-7%	1%	0%	1	-29%
32	O=C(O)CCCCCNC(=O)OCC1c2ccccc2-c2ccccc21	1%	3%	-23%	0%	-4%	5%	-5%	-4	1%
33	CCC(C(=O)Nc1nccs1)(C(F)(F)F)C(F)(F)F	2%	14%	-2%	-8%	-8%	-12%	1%	-15	8%
34	CCSc1nc2ccc(C)cc2cc1C#N	19%	3%	7%	-1%	5%	-2%	3%	10	3%
35	O=C(c1cn(-c2ccccc2)nc1-c1cccs1)N1CCN(c2ccc(F)cc2)CC1	-22%	-22%	6%	11%	-10%	5%	-11%	-20	-18%
36	COc1ccc(C2CC(=O)C(C=NCCN3CCOCC3)=C(O)C2)cc1 (stereo not drawn)	5%	0%	-14%	-1%	2%	-5%[9.22 µM]	13%	0	21%
37	COc1ccc(S(=O)(=O)N2CCOCC2)cc1NC(=O)/C=C/c1ccccc1	12%	8%	11%	6%	2%	-491%[inhibitor]	16%	-52*	-5%
38	CCCCN1C(=N)N([C@@H](CCC)CN2CCC[C@H]2CN2C(N)=NC[C@H]2C(C)C)C[C@H]1[C@H](C)CC	3%	4%	8%	-6%	-7%	6%	0%	-17	0%
39	CN=C(Nc1cccc(Cl)c1)SC1CC(=O)N(c2ccc(OC)cc2)C1=O (stereo not drawn)	-2%	-28%	-12%	15%	-2%	9%	5%	-4	-8%
40	CCCNS(=O)(=O)c1ccc(OCC(=O)N2CCC(C(=O)OCC)CC2)cc1	0%	1%	4%	10%	-3%	-13%	2%	30	0%
41	Cc1ccc(NC(=O)CN(C)C(=O)CSc2nncn2C)cc1	26%	28%	4%	-3%	-9%	-4%	5%	-2	?
42	Cc1cccc(/C=N/NC(=O)c2cccc(NC(=O)c3ccccc3)c2)n1	-14%	-3%	6%	9%	-7%[57.1 µM]	5%	3%	32	18%
43	COc1cc(OC)cc(-c2c(Sc3ccccc3)c3cc(-c4ccc(OC)c(F)c4)ccc3n2C)c1	-3%	4%	-4%	/	1%	/	10%	0	-15%
44	COc1ccc(OC)c(/C=C/C(=O)Nc2cccc(S(=O)(=O)N3CCCC3)c2)c1	0%	-6%	/	23µM*	4%	14%	-2%	-19	0%
45	CCCCNC(=O)CNC(=O)c1cccs1	10%	-1%	28%	2%	1%	-5%	?	-13	1%
46	Oc1cccc(C=NNc2ccccn2)c1	14%	13%	43%[activator]	2%	-6%	0%	9%	-87*	?
47	COc1ccc(CC2(CO)CCN(Cc3ccc(OC(F)(F)F)cc3)CC2)cc1	?	-21%	?	17%	-8%	?	?	/	-11%
48	CC1CCCC(C)N1C(=O)CSc1nnc(NC(=O)Cc2cccs2)s1 (stereo not drawn)	7%	13%	2%	1%	-2%	1%	9%	22	-14%
49	Cc1ccc(N2CC(C(=O)OCC(=O)NNC(=O)c3ccccc3)CC2=O)cc1 (stereo not drawn)	9%	11%	-6%	0%	-29%	2%	3%	-4	0%
50	COc1ccc(OCCC(=O)N2CCN(C)CC2)cc1	8%	5%	0%	11%	3%	?	8%	11	-7%

(list continues)
nr	mol	HT1080NT lethal	HT1080 IDH1KD tx	ATXN2 expr inh	MCF10A rerep	WRN inhibitor	SW480 rerep	KB-3-1 tox	IL1B secr inh	KB-V1 MDR tox
51	O=C(CCS(=O)(=O)c1ccc(Br)cc1)NCc1cccs1	10%	3%	9%	-6%	?	-7%	5%	10	1%
52	Cc1ccc(Cl)cc1NS(=O)(=O)c1c(C)[nH]c(=O)[nH]c1=O	15%	10%	7%	1%	-11%	-1%	-3%	-9	-1%
53	CCCCN(CC)CCCNC(=O)c1cn(CC(C)C)c(=O)c2c1c1ccccc1n2C	-1%	3%	-16%&-7%	2%	-1%	-2%	-1%&2%	?	?
54	CCc1nnc(NS(=O)(=O)c2ccc(NC(=S)NC(=O)c3ccc(F)cc3)cc2)s1	7%	13%	24%	2%	-26%	-1%	5%	31	0%
55	C=C1C(=O)O[C@H]2[C@H]1[C@@H](O)CC(=C)[C@@H]1CC(=O)[C@@H](C)[C@H]21	?	?	-39%	12µM*	-2%	4.6µM*	-30%	-92*	4%
56	COCC(=O)Nc1nnc(SCC(=O)NCc2cccs2)s1	0%	3%	-1%	-1%	9%	2%	4%	3	19%
57	CC(=O)n1cc(CO)c2ccccc21	-2%	-4%	-7%	-7%	4%	25%	0%	30	0%
58	O=C(NC1CCCCC1)N(CCO)Cc1cc2cc3c(cc2[nH]c1=O)OCCO3	11%	2%	/	0%	0%	0%	6%	7	15%
